# Apoferritin bind: candidate novel general anesthetic via apoferritin binding; actives 0.074% (n = 350,000); apoferritin/1-aminoanthracene competitive binding, fluorescence; Potency, µM (series often up to 77.5 µM), without a hit: at the highest dose activity change, negative = displacement, usual class: inhibitors; P02791; also: potency is read from the fitted curve at half-maximal effect; % is scaled to controls: 0 for no effect and ±100 for the full control effect; nearly all actives have a fitted effect of over 20% in size
# Target sequence (P02791 2-175 limits assumed): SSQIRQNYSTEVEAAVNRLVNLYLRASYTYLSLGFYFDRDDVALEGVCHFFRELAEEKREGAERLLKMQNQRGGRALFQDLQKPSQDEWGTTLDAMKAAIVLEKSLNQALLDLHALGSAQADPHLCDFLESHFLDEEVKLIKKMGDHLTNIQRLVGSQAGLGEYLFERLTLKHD
#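 Horse-spleen apoferritin (10 uM) was mixed with 50% saturated 1-aminoanthracene in PBS, exposed to compounds for 10 min at room temperature, and read for fluorescence (ex 380 nm, em 535 nm). Competitive displacement was fitted with a four-parameter Hill equation.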
# Tb PGK inh: inhibitors of T. brucei phosphoglycerate kinase; Potency, µM (highest dose often 57.5 µM), for the others: at the top dose activity change, negative = inhibition, most hits filed as inhibitors; PGK/GAPDH coupled, Kinase-Glo luminescence, 60 min; P07378; actives 0.043% (n = 380,000); also: potency is read from the fitted curve at half-maximal effect; % is scaled to controls: 0 for no effect and ±100 for the full control effect; nearly all actives have a fitted effect of over 60% in size
#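 Recombinant glycosomal PGK reaction used 1,3-bisphosphoglycerate generated in-well by GAPDH (100nM final) in 100mM TEA pH 7.6, 5mM MgCl2, 0.01% Tween-20. After 60 minutes at room temperature, ATP was read by Kinase-Glo Plus luminescence end-point.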
# RXFP1 antag: RXFP1 (human) relaxin receptor antagonism; Q9HBX9; HEK293-RXFP1, relaxin-stimulated cAMP HTRF, 30 min; active compounds read low; activity change, negative = inhibition, % at 57.5 µM; actives 0.59% (n = 350,000);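 active = activity change of -60% or lower, but not beyond a set lower limit; inconclusive = change between -60% and -40%, or beyond the set limit; inactive = change above -40%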; also: % is scaled to controls: 0 for no effect and ±100 for the full control effect
# POLB inh: blocks human DNA polymerase beta activity | Pol beta primer extension/strand displacement, fluorescence kinetic | actives 1.3% (n = 340,000) | Potency, µM (doses to about 114 µM), for the others: top-dose activity change, negative = inhibition, most hits filed as inhibitors | P06746; also: potency is read from the fitted curve at half-maximal effect; % is scaled to controls: 0 for no effect and ±100 for the full control effect
#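 10 nM enzyme + cpd, 15 min RT; start with substrate 50 nM final; read 0 min and after 10 min RT. Corrected, normalized data; 4-parameter Hill curve fit.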
# BLM helicase inh: Bloom syndrome helicase (human) inhibition | P54132 | recombinant BLM DNA unwinding, fluorescence dequenching | Potency, µM (series often up to 56.1 µM), inactives show at the top dose activity change, negative = inhibition, usual class: inhibitors | actives 0.2% (n = 350,000);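 also: potency is read from the fitted curve at half-maximal effect; plate controls were vehicle for no effect and no enzyme for full effect; nearly all actives have a fitted effect of over 35% in size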
# Pol kappa inh: blocks human DNA polymerase kappa activity; AID 588579; actives 0.53% (n = 400,000); Q9UBT6; purified Pol kappa, fluorescent DNA synthesis assay, 10 min; Potency, µM (titrated, usually from 107 µM), inactives show at the top dose activity, negative = inhibition, usual class: inhibitors; also: potency is read from the fitted curve at half-maximal effect; % is scaled to controls: 0 for no effect and ±100 for the full control effect
#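 Enzyme at 10 nM met test compounds for 15 min at room temperature. Substrate addition (50 nM final) began the reaction, which was monitored by fluorescence at 0 and 10 min.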
# Pol eta inh: DNA polymerase eta (human) inhibition; recombinant Pol eta, fluorescent DNA replication assay; Potency, µM (series often up to 114 µM), inactives show top-dose activity change, negative = inhibition, most hits filed as inhibitors; actives 1.2% (n = 390,000); also: potency is read from the fitted curve at half-maximal effect; % is scaled to controls: 0 for no effect and ±100 for the full control effect
# Target sequence (Q9Y253 whole entry, looked up): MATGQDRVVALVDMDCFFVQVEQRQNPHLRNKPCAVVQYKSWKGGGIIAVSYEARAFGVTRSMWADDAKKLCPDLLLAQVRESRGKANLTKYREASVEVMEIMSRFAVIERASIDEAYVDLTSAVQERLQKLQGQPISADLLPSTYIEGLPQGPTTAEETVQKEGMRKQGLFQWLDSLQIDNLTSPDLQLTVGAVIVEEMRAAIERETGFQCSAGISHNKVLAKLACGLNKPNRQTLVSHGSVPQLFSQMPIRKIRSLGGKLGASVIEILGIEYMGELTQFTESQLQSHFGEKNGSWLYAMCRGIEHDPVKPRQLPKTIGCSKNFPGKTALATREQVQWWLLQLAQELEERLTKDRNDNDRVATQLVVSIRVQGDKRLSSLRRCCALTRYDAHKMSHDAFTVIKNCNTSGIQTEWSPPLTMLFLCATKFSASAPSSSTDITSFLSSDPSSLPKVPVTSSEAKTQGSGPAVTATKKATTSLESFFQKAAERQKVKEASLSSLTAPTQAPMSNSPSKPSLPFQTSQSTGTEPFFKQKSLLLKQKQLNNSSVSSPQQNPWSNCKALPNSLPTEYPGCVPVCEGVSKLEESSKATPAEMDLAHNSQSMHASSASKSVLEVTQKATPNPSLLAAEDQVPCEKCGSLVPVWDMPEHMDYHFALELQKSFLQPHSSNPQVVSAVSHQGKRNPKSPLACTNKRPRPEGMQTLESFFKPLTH
#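 Pol eta (10 nM) was preincubated with compounds for 15 min at room temperature, after which fluorescent replication substrate (50 nM final) was added to start the reaction. Fluorescence was read kinetically at 0 and 10 min.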
# APEX1 inh: inhibitors of human APE1 endonuclease | actives 0.35% (n = 350,000) | AID 2517 | Potency, µM (doses to about 65.8 µM), without a hit: at the highest dose activity change, negative = inhibition, hits mostly inhibitors | recombinant APE1, TAMRA/BHQ-2 abasic DNA cleavage fluorescence;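 also: potency is read from the fitted curve at half-maximal effect; plate controls were vehicle for no effect and reference inhibitor for full effect; nearly all actives have a fitted effect of over 55% in size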
#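 Measures dequenching upon AP-site incision of a 5'-TAMRA/3'-BHQ-2 THF-containing duplex, 50 nM; human APE1 0.75 nM after 15 min room-temperature exposure to compound; kinetic three-point read at one-minute spacing.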
# Pol iota inh: DNA polymerase iota (human) inhibition | Pol iota fluorescent replication assay, 10 min | actives 1% (n = 390,000) | Q9UNA4 | Potency, µM (highest dose often 115 µM), without a hit: at the top dose activity, negative = inhibition, actives largely listed as inhibitors | AID 588590; also: potency is read from the fitted curve at half-maximal effect
#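 Pol iota at 10 nM preincubated 15 min with compounds at room temperature; reaction started with fluorescent substrate, 50 nM final. Fluorescence read kinetically at 0 and 10 min; buffer-only wells as negative control.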
# Starred values were filed as active, the others as inactive; i = inactive; ? = inconclusive; / = not tested or not shown; [ ] = another dose, or the depositor's remark. Unless noted, calls follow the shape of the dose curve; as a rule, active = well fitted curve in the direction sought with a large enough effect; inconclusive = small, poorly fitted or top-dose-only effect, or another doubt; inactive = no such curve, though single readings can be large; an effect the other way counts as inactive or inconclusive.
SMILES,Apoferritin bind,Tb PGK inh,RXFP1 antag,POLB inh,BLM helicase inh,Pol kappa inh,Pol eta inh,APEX1 inh,Pol iota inh
O=C(NCC1CCN(Cc2ccccc2F)CC1)C1CCCN(c2ncnc3c2nc2n3CCCCC2)C1 (stereo not drawn),7%,-2%,-11,-4%,-1%,7%,-14%,-7%,22%
CC(=O)n1ccnc1,-1%,9%,/,23%,-1%,-5%,-16%,6%,7%
Cc1oc2cc3oc(=O)c(CCC(=O)N[C@H](C(=O)O)C(C)C)c(C)c3cc2c1C,15%,1%,-1,0%,-6%,-19%,6%,0%,105%[activator]
CC[C@H](C)[C@H](NC(=O)[C@H](Cc1ccc(O)cc1)NC(=O)[C@@H](NC(=O)[C@H](CCCN=C(N)N)NC(=O)[C@@H](N)CC(=O)O)C(C)C)C(=O)N[C@@H](Cc1cnc[nH]1)C(=O)N1CCC[C@H]1C(=O)N[C@@H](Cc1ccccc1)C(=O)N[C@@H](Cc1cnc[nH]1)C(=O)N[C@@H](CC(C)C)C(=O)O,8%,/,/,/,3%,12%[60.1 µM],/,3%,/
O=C1NC2(CCCCC2)C(=O)N1CCN1C(=O)c2ccccc2C1=O,-9%,-4%,1,-2%,1%,-1%,0%,-4%,3%
COc1cc2c(cc1NS(=O)(=O)N1CCCCC1)oc1ccccc12,7%,-2%,-4,10%,-10%,-22%,-16%,2%,-8%
O=C(Cn1cc(S(=O)(=O)Cc2ccccc2)c2ccccc21)N1CCOCC1,-2%,4%,1,11%,-4%,-16%,-18%,20%,22%
Cc1cc(C(=O)CSc2nnc(-c3cccnc3)n2-c2ccccc2F)c(C)n1CC1CCCO1 (stereo not drawn),-14%,-10%,-14,11%,-7%,-7%,-14%,?,0%
CCN(CC(=O)Nc1cccc(OC)c1)CC(=O)Nc1ccccc1C,3%,5%,24,6%,-3%,-15%,4%,-18%,13%
CCOC(=O)/C=C/c1nc(C(=O)OCC)c(C)c(=O)[nH]1,-10%,2%,-7,14%,0%,-12%,-2%,-6%,-12%
COc1cc(C(=O)NC2CC(C)(C)Cc3c2cnn3-c2ccccc2)cc(OC)c1OC (stereo not drawn),-5%,-4%,-17,?,-1%,9%,-19%,1%,37%[activator]
O=C1c2ccccc2C(=O)N1/N=C/c1ccc(O)c(O)c1,-10%,-1%,-14,?,-7%,?,?,?,?
CC(NC(=O)C1CCN(C(=O)Nc2ccccc2)CC1)c1ccccc1 (stereo not drawn),/,-2%,5,/,/,13%,-9%,-7%,29%
COC(=O)C1=C(C(=O)OC)C(c2ccc(OC)c(OC)c2)c2sc(=O)[nH]c2S1 (stereo not drawn),-14%,13%,5,6%,-5%,-17%,-8%,3%,?
C[C@@H](OC(=O)c1[nH]cnc1C(=O)N1CCN(C(=O)OC(C)(C)C)CC1)c1ccccc1,/,-3%,/,/,/,-4%,-19%,-5%,?
CCN1C(=O)[C@H]2[C@H]3CN=C(SCc4ccccc4)N3[C@@](C)(C(=O)OC)[C@H]2C1=O,/,-14%,/,/,/,0%,3%,1%,?
CN(C)C(=O)CSc1nnc(-c2cnccn2)n1C,5%,i,-6,0%,0%,-9%,-5%,2%,19%
O=C(CCN1C(=O)c2ccc([N+](=O)[O-])cc2C1=O)Nc1ccccc1C(=O)O,-2%,0%,-14,-15%,5%,1%,-7%,18%,-9%
Cc1ccc(C)c(S(=O)(=O)NCC(=O)N2CCCC2)c1,-2%,0%,5,35%,-2%,0%,0%,2%,156%[activator]
Cc1cccc(NC(=O)CN2CCN(C(=O)c3oc4c(Cl)cccc4c3C)CC2)c1C,/,-1%,1,/,/,5%,-16%,-5%,-15%
CCOC(=O)N1CCN(Cc2nc(N)nc(Nc3ccc(C)cc3)n2)CC1,-7%,-9%,-3,13%,-1%,10%,-14%,-1%,30%
Cc1cccc(N2CC(O)(c3cccs3)[N+]3=C2CCCC3)c1C (stereo not drawn),-4%,i,-12,9%,22%,-7%,-15%,1%,61%[activator]
COc1ccc(OC)c(Nc2nc(-c3sc(NC(=O)c4ccccc4)nc3C)cs2)c1,0%,/,/,7%,-3%,/,/,-5%,/
O=C(NCc1ccccn1)c1coc(=O)c(Br)c1,29%,i,1,?,1%,-17%,7%,0%,-8%
COC(=O)Nc1ccc(S(=O)(=O)N2CCCC(C(=O)NC3CCCCC3)C2)cc1 (stereo not drawn),-11%,1%,5,0%,-4%,-7%,-4%,-4%,63%[activator]
Fc1ccc(-c2cc(-c3cccs3)cc(-c3ccccc3)n2)cc1,5%,-3%,-3,1%,-5%,10%,-19%,12%,22%
Cc1cccc(NC(=O)CN(C)S(=O)(=O)c2cccc3cccnc23)c1,-12%,i,/,11%,-1%,12%,-9%,-3%,-5%
Brc1cc2ccccc2[n+](Cc2ccccc2)c1,/,i,/,/,/,-1%,-9%,-6%,17%
O=C(/C=C/c1ccc(Cl)c([N+](=O)[O-])c1)Nc1ccc(NC(=O)c2ccco2)cc1,5%,4%,-27,10%,-3%,-16%,4%,-3%,51%[activator]
O=S(=O)(N[C@H](CO)c1ccccc1)c1ccc(Br)cc1F,/,0%,/,/,/,10%,-6%,-3%,-5%
Cc1ccc(C)c(NC(=O)COC(=O)c2ccc3c(c2)OCO3)c1,-2%,8%,-4,1%,-4%,-2%,-14%,2%,18%
CCOC(=O)c1c(C)[nH]c(C(=O)COC(=O)c2cccnc2Cl)c1C,/,8%,0,/,/,-9%,-5%,13%,3%
COc1ccc(-n2ncc3c(=O)n(CC(=O)N4c5ccccc5CC4C)cnc32)cc1 (stereo not drawn),-7%,-2%,-2,9%,0%,-17%,1%,3%,17%
CCN1C(=O)c2cccc3c(S(=O)(=O)N(C(=O)c4ccncc4)c4ccc(OC)cc4)ccc1c23,86%[activator],-6%,10,7%,-9%,-18%,?,1%,7%
O=C(NCCc1ccc2c(c1)OCCO2)c1cc(S(=O)(=O)N2CCCC2)ccc1Br,/,-1%,1,/,/,?,-1%,/,?
Cc1ccc(NC(=S)N(CCCN2CCOCC2)Cc2cccnc2)cc1C,-6%,-2%,-7,12%,-5%,-9%,-12%,0%,86%[activator]
O=C(Nc1nc(-c2cccs2)cs1)C1=COCCO1,-7%,-5%,-20,1%,-5%,-11%,-14%,0%,-9%
Cc1ccc(-c2noc(C3CC(=O)N(c4ccc5c(c4)OCCO5)C3)n2)cc1 (stereo not drawn),-6%,i,-8,-28%,-5%,0%,-25%,/,12%
N#Cc1ccsc1NC(=O)c1cccc([N+](=O)[O-])c1,1%,-4%,-9,2%,-26%,-19%,?,6%,?
Cc1ccc(-n2c(O)cnc2Nc2nc(C)cc(C)n2)cc1,-10%,-5%,-8,?,-10%,-1%,-10%,-5%,25%
CCOc1ccc(S(=O)(=O)N2CCCC(C(=O)NCc3cccnc3)C2)cc1C (stereo not drawn),-6%,-1%,7,2%,0%,-9%,-19%,65%,24%
CCN(C(=O)Cn1nnc(-c2ccccc2)n1)C1CCS(=O)(=O)C1 (stereo not drawn),/,-4%,-12,/,/,-1%,-16%,24%,0%
Nc1cccc(C(=O)Nc2cccc3ncccc23)c1,-1%,1%,4,-8%,0%,-10%,6%,1%,6%

# Molecules shown so far that contain an aryl methoxy group, in the order listed:
SMILES,Apoferritin bind,Tb PGK inh,RXFP1 antag,POLB inh,BLM helicase inh,Pol kappa inh,Pol eta inh,APEX1 inh,Pol iota inh
COc1cc2c(cc1NS(=O)(=O)N1CCCCC1)oc1ccccc12,7%,-2%,-4,10%,-10%,-22%,-16%,2%,-8%
CCN(CC(=O)Nc1cccc(OC)c1)CC(=O)Nc1ccccc1C,3%,5%,24,6%,-3%,-15%,4%,-18%,13%
COc1cc(C(=O)NC2CC(C)(C)Cc3c2cnn3-c2ccccc2)cc(OC)c1OC (stereo not drawn),-5%,-4%,-17,?,-1%,9%,-19%,1%,37%[activator]
COC(=O)C1=C(C(=O)OC)C(c2ccc(OC)c(OC)c2)c2sc(=O)[nH]c2S1 (stereo not drawn),-14%,13%,5,6%,-5%,-17%,-8%,3%,?
COc1ccc(OC)c(Nc2nc(-c3sc(NC(=O)c4ccccc4)nc3C)cs2)c1,0%,/,/,7%,-3%,/,/,-5%,/
COc1ccc(-n2ncc3c(=O)n(CC(=O)N4c5ccccc5CC4C)cnc32)cc1 (stereo not drawn),-7%,-2%,-2,9%,0%,-17%,1%,3%,17%
CCN1C(=O)c2cccc3c(S(=O)(=O)N(C(=O)c4ccncc4)c4ccc(OC)cc4)ccc1c23,86%[activator],-6%,10,7%,-9%,-18%,?,1%,7%

# Screening results deposited in PubChem BioAssay by National Center for Advancing Translational Sciences (NCATS).

# This is a subset; the hit share may differ from the screen's.
